RmlC RmlD mix: inhibitors of RmlC and RmlD coupled enzymes; RmlC/RmlD coupled enzyme inhibition, 384-well mixture HTS; inhibition, % at 5.5 µM; actives 0.39% (n = 110,000); AID 1532; in the data active = inhibition above about 30%, passing the limit was not always enough; inconclusive = no clear call, values can overlap the other calls; also: strong numbers were not always called active
HIV RNase H inh: inhibitors of HIV-1 reverse transcriptase RNase H. AID 565. inhibition, % at 10 µM. actives 1.9% (n = 65,000). RT-RNase H RNA/DNA duplex cleavage, fluorescence. P04585; in the data active = inhibition above about 50%
* = called active by the depositor; ? = inconclusive; nt = not tested or not shown.

SMILES	RmlC RmlD mix	HIV RNase H inh
CCOc1ccc2ccccc2c1C(=O)N[C@@H]1C(=O)N2[C@@H]1SC(C)(C)[C@@H]2C(=O)O	-12	nt
O=c1ccc(Br)c[nH]1	-4	-10
O=C(NCc1ccco1)c1ccc(CN2CCOCC2)cc1	-6	-5
O=C(c1cnn2c(C(F)F)cc(-c3ccccc3)nc12)N1CCSCC1	-7	-5
CC(C)(C)[C@H]1C=C(C(=O)N2CCN(Cc3ccc4c(c3)OCO4)CC2)O[C@@H](OCc2ccc(CO)cc2)C1	-10	nt
COCC(C)n1c(C)cc(C(=O)COC(=O)c2n[nH]c3ccccc23)c1C (stereo not given)	-18	nt
Cc1ccc(-n2c(C)cc(/C=C(\C#N)C(=O)NCC3CCCO3)c2C)cc1 (stereo not given)	13	nt
c1ccc(CSc2nnc(-c3c[nH]c4ccccc34)o2)cc1	-8	2
Cc1ccc(C(=O)N/N=C/c2ccc([N+](=O)[O-])s2)cc1	-8	nt
Cc1c2c(n3c(nc4ccccc43)c1C#N)N(Cc1ccccn1)CC2	nt	-11
Cc1ccccc1-c1noc(C2CCCCC2)n1	8	nt
O=C(COc1ccc2c(c1)OCO2)Nc1ccc2c(c1)oc1ccccc12	8	59*
Cc1ccc(C23CC4CC(CC(NC(=O)NCCN(C)C)(C4)C2)C3)cc1	5	nt
CCOc1ccc(/C(O)=C2\C(=O)C(=O)N(CCOCCO)C2c2ccccc2OC)cc1 (stereo not given)	-6	nt
COc1ccc(N=C2S/C(=C\c3ccc(N4CCOCC4)o3)C(=O)N2CCc2c[nH]c3ccccc23)cc1	-5	nt
COc1ccc(/C(C)=N/NC(=O)c2nc(C)cc(C)n2)cc1	4	nt
CS(=O)(=O)N(CC(=O)N1CCCC1)c1cccc(Cl)c1	2	-18
CCC(=NCc1cccnc1)c1c(O)n(C2CCCCC2)c(=O)[nH]c1=O	-123	-18
C/C(=C\c1ccco1)C1C(C#N)=C(N)Oc2n[nH]c(-c3ccccc3)c21 (stereo not given)	0	-52
CCCCCN(C(=O)NC(=O)NCCCC)S(C)(=O)=O	11	-8
CCn1nc([N+](=O)[O-])c(C(C#N)c2nc3cc(C(F)(F)F)ccc3s2)c(Cl)c1=O (stereo not given)	-3	nt
O=C(NCCn1cccc1)c1cccc2ccccc12	-8	13
COC(=O)c1c(NC(=O)CSc2nncs2)sc2c1CCCCC2	7	-39
COC(=O)[C@H](C)NC(=O)NCc1ccccc1F	-2	-21
COc1cc(Cl)c(S(=O)(=O)NCc2ccccn2)cc1Cl	3	nt
O=C(CSc1ccc2nnc(-c3ccccn3)n2n1)NCC1CCCO1 (stereo not given)	5	-6
COC(=O)C1=C(C)N(CCCC(=O)O)C(=O)NC1c1cccs1 (stereo not given)	7	nt
NC(=O)C(c1ccc(Cl)cc1Cl)c1ncc(C(F)(F)F)cc1Cl (stereo not given)	-14	nt
Cc1ccc(C(=O)c2c[nH]c(C(=O)NCCCN3CCOCC3)c2)cc1	-19	nt
CCOC(=O)N1CCC(NC(=O)c2cc3cc4cc(OC)ccc4nc3o2)CC1	23	-11
CCOC(=O)c1sc(NC(=O)CSc2nc(C)cc(C)n2)c(C#N)c1C	-8	nt
CN(C)CCNC(=O)NC1CCCCC1	19	4
COc1ccccc1C(=O)Oc1ccc(N2C(=O)CCC2=O)cc1	nt	8
CCn1c(SCC(=O)N2CCN(c3ccc(Cl)cc3)CC2)nc2ccccc2c1=O	-8	-10
O=C(C1=C[C@@H](c2ccc(C(F)(F)F)cc2)C[C@@H](OCCCCO)O1)N1CCN(Cc2ccc3c(c2)OCO3)CC1	15	nt
Cc1ccccc1Cn1nc(C)c(NC(=O)c2cc(-c3cccs3)on2)c1C	20	-3

Part of the list above, reformatted.
canonical_smiles | RmlC RmlD mix | HIV RNase H inh
CCn1nc([N+](=O)[O-])c(C(C#N)c2nc3cc(C(F)(F)F)ccc3s2)c(Cl)c1=O (stereo not given) | -3 | nt
O=C(NCCn1cccc1)c1cccc2ccccc12 | -8 | 13
COC(=O)c1c(NC(=O)CSc2nncs2)sc2c1CCCCC2 | 7 | -39
COC(=O)[C@H](C)NC(=O)NCc1ccccc1F | -2 | -21
COc1cc(Cl)c(S(=O)(=O)NCc2ccccn2)cc1Cl | 3 | nt
O=C(CSc1ccc2nnc(-c3ccccn3)n2n1)NCC1CCCO1 (stereo not given) | 5 | -6
COC(=O)C1=C(C)N(CCCC(=O)O)C(=O)NC1c1cccs1 (stereo not given) | 7 | nt
NC(=O)C(c1ccc(Cl)cc1Cl)c1ncc(C(F)(F)F)cc1Cl (stereo not given) | -14 | nt
Cc1ccc(C(=O)c2c[nH]c(C(=O)NCCCN3CCOCC3)c2)cc1 | -19 | nt
CCOC(=O)N1CCC(NC(=O)c2cc3cc4cc(OC)ccc4nc3o2)CC1 | 23 | -11
CCOC(=O)c1sc(NC(=O)CSc2nc(C)cc(C)n2)c(C#N)c1C | -8 | nt
CN(C)CCNC(=O)NC1CCCCC1 | 19 | 4
COc1ccccc1C(=O)Oc1ccc(N2C(=O)CCC2=O)cc1 | nt | 8
CCn1c(SCC(=O)N2CCN(c3ccc(Cl)cc3)CC2)nc2ccccc2c1=O | -8 | -10
O=C(C1=C[C@@H](c2ccc(C(F)(F)F)cc2)C[C@@H](OCCCCO)O1)N1CCN(Cc2ccc3c(c2)OCO3)CC1 | 15 | nt
Cc1ccccc1Cn1nc(C)c(NC(=O)c2cc(-c3cccs3)on2)c1C | 20 | -3

The list goes on.
SMILES	RmlC RmlD mix	HIV RNase H inh
CCNc1nc(NCC)nc(SCCOC(=O)c2ccccc2)n1	-11	nt
Nc1cc(N)nc(SCc2cccnc2)n1	-14	-24
CCOc1ccc(-c2[nH]ncc2Oc2ccccc2OCC)c(O)c1	-7	-16
COc1cccc(OC)c1C(=O)NC(=S)N1CCN(c2ccc(C(F)(F)F)cc2[N+](=O)[O-])CC1	2	nt
C#CCOCCOCCOCCNc1nc(N2CCN(C(=O)[C@H](CCCCN)n3cc(CCCC)nn3)CC2)nc(N2CCN(C(=O)[C@H](CCCCN)n3cc(CCCC)nn3)CC2)n1	-1	nt
CNc1ccc(C(O)(C(F)(F)F)C(F)(F)F)cc1C(O)(C(F)(F)F)C(F)(F)F	10	-1
Cc1cc(C)nc(N2CCCC(C(=O)NCCc3ccc(F)cc3)C2)n1 (stereo not given)	7	1
CCOC(=O)C(C)Sc1nnc(Cc2cc(=O)[nH]c(=O)[nH]2)n1-c1cccc(OC)c1 (stereo not given)	-1	-8
NC(=O)CSc1nnc(-c2cc3ccccc3o2)n1Cc1ccccc1	8	-7
Oc1ccc(C(=S)N2CCCCC2)cc1	9	nt
Cn1ncc2c(=O)n(CC(=O)NC34CC5CC(CC(C5)C3)C4)cnc21	9	nt
CCOc1ccc(-n2c3nc4ccccc4nc3c3c(=O)n(Cc4ccco4)cnc32)cc1	nt	4
Cc1ccc(OCc2nnc(NC(=O)c3ccco3)s2)c(C)c1	-8	8
COc1ccc(NC(=O)CCNC(=O)Cn2cnc3ccccc3c2=O)c(OC)c1	14	-6
NCCCC[C@H]1CNC(=S)N1CCc1cc(C(F)(F)F)cc(C(F)(F)F)c1	-2	nt
CC(=O)Nc1ccc(S(=O)(=O)N(C)S(=O)(=O)c2ccc(F)cc2)cc1	5	-4
COc1ccc(Cl)cc1NC(=O)CSc1ncnc2c1oc1ccccc12	nt	-7
CCOc1ccc(S(=O)(=O)NCCCN2CCOCC2)c2ccccc12	11	-7
CCOc1ccccc1Nc1nnc(SCC(=O)Nc2cc(C)on2)s1	5	8
CC(=O)c1cnc2nc(C)nn2c1C	-1	4
Cc1ccc(N2C(=O)NC(=O)C3(Cc4ccccc4N4CCCC43)C2=O)cc1 (stereo not given)	-8	3
COc1ccc(C(=O)N/N=C/c2ccc3cccc(OCc4ccccc4)c3n2)cc1	-69	nt
CC(=O)c1ccc([C@H]2C[C@@]34CN(C(=O)OC(C)(C)C)S(=O)(=O)[C@H]3C[C@H]2O4)cc1	-14	nt
O=C1N[C@@H](Cc2ccccc2)C(=O)N2[C@H]3Nc4ccccc4[C@@]3([C@]34C[C@H]5C(=O)N[C@@H](Cc6ccccc6)C(=O)N5[C@H]3Nc3ccccc34)C[C@@H]12	7	nt
CCC(CC)C(=O)NCc1ccccc1Cl	9	-27
COc1ccc(-n2nc(C(=O)NCC(=O)Nc3ccccn3)c3ccccc3c2=O)cc1	2	nt
CCn1c(=O)cc(SCC(=O)N2CCN(C(=O)c3ccco3)CC2)c2ccccc21	-7	0
CC(=O)Nc1nc(C)c(Cc2ccccc2)c(=O)[nH]1	-7	-6
CCCCCn1c(S(=O)(=O)O)nc2ccccc21	-6	-22
CC(=O)Nc1ccc(SC[C@H](Cc2ccccc2)N2CCN(CCc3ccccc3)CCC2=O)cc1	11	nt
Cc1ccc(C)c(NC(=O)C(C)CC2COCCO2)c1 (stereo not given)	-5	nt
Cn1ccnc1SCc1ccc([N+](=O)[O-])cc1	9	nt
O=C1CC(C(=O)Nc2ccc(C(=O)O)cc2)C(c2ccccc2)O1 (stereo not given)	-26	nt
CCOC(=O)C1CCN(C(=O)c2cnn3c(C)cc(C)nc23)CC1	35	-16
CCNc1nc2nonc2nc1NCC	2	-1
C=CCn1c(SCc2ccccc2C#N)nnc1-c1ccccc1O	-17	0
COc1ccc(S(=O)(=O)NCCC(=O)NCc2cccs2)cc1	14	-11
COc1ccc2c(c1OC)C(C1c3c(cc4c(c3OC)OCO4)CCN1C)OC2=O (stereo not given)	7	nt
Cc1c(NC(=O)c2cc3ccccc3oc2=O)c(=O)n(-c2ccccc2)n1C	6	nt
COc1ccccc1-c1c(C(F)(F)F)oc2cc(OC(=O)c3cccc([N+](=O)[O-])c3C)ccc2c1=O	1	nt
O=C(CSc1nc2ccccc2n1CC(=O)N1CCCC1)Nc1nccs1	-9	-2
COc1ccc(N2CCN(c3nc(NCCc4ccc(OC)c(OC)c4)nc(OC)n3)CC2)cc1	2	5
O=C(NCCCC(=O)N1CCOCC1)c1cccnc1	-4	-2
O=C(Nc1ccccc1)C(Cc1cccs1)c1nn[nH]n1 (stereo not given)	-1	nt
CCOC(=O)N1CCC(c2cc(=O)n3[nH]ccc3n2)CC1	9	nt
CCc1nc2scc(-c3cccs3)c2c(=O)o1	8	nt
O=C(CN1C(=O)c2ccccc2C1=O)Nc1ccccc1C(=O)N1CCCC1	1	-8
Cc1c(C(=O)O)oc2ccc(S(=O)(=O)NCc3ccc4c(c3)OCO4)cc12	nt	1
COc1cc(CNc2ccc3[nH]c(=O)[nH]c3c2)cc(Br)c1OCC(=O)NC(C)(C)C	10	nt
CCc1nc2ccccc2c(=O)n1CCCCn1c(CC)nc2ccccc2c1=O	nt	-4
CCOC(=O)N1CCN(S(=O)(=O)/C=C/c2ccccc2)CC1	63	2
Cc1nc2ccc(S(=O)(=O)NC(C(=O)NCc3cccs3)C(C)C)cc2s1 (stereo not given)	12	-7
CC(=O)Nc1ccc2c(c1)nc(CCN1CCOCC1)n2C	-11	3
O=C(NCc1ccncc1)c1nnc(Cc2c(F)cccc2Cl)o1	0	-25
O=C(CCSCCc1ccncc1)NCCCN1CCOCC1	10	-10
CCN(CC)c1ccc(/C=N/Nc2ccccc2)c(O)c1	39	nt
CCN(CC)C(=O)C(=O)N/N=C/c1ccc(Br)cc1	6	nt
O=c1[nH]nc(Cc2ccc(-c3ccc(Cl)cc3)o2)c2ccccc12	-2	nt
CCOC(=O)N1CCN(c2c(N3CCN(c4cccc(C)c4C)CC3)c(=O)c2=O)CC1	?	nt
Cc1ccc(-c2nnc(SCC(=O)Nc3ccccc3F)o2)cc1	5	-49

The list goes on:
SMILES	RmlC RmlD mix	HIV RNase H inh
CCc1nnc(NC(=O)C(=O)NCCOC(=O)c2ccccc2Cl)s1	-16	nt
O=C(CN1CCN(S(=O)(=O)c2ccc(Cl)cc2)CC1)Nc1ccc2c(c1)OCCO2	-14	-7
O=C(c1cccs1)n1nc(-c2ccccc2)nc1NCc1ccco1	5	-5
CC(=O)C1=C(O)C(=O)N(CCCCCC(=O)O)C1c1ccc(N(C)C)cc1 (stereo not given)	8	3
O=C1Nc2cc(Cl)cnc2N2CCCC12 (stereo not given)	-3	34
Fc1ccc(CO/N=C/C2=C(Cl)c3ccccc3CC2)cc1	-14	nt
COc1cc(CN2CCCC(C)C2)cc([N+](=O)[O-])c1O (stereo not given)	-12	nt
COc1ccc(N(CC(=O)NC2CCCCC2)S(=O)(=O)c2cccnc2)cc1	-6	-7
O=C(Nc1cccc([N+](=O)[O-])c1)c1ccc2nc(N3C(=O)CCC3=O)sc2c1	-14	nt
Cn1c(=O)c2cc(S(=O)(=O)N3CCC(c4ccccc4)CC3)ccc2n(C)c1=O	-10	45
CC(C)CC(=O)Nc1ccccc1Oc1ccccc1	39	nt
CC(=O)Nc1ccc(N=Cc2nc(-c3ccc(C)cc3)oc2O)cc1	14	7
COC(=O)c1ccc(NC(=S)NCCc2ccccc2)cc1	-4	nt
CCOc1ccc(N2CC(C(=O)N3CCc4ccccc4C3)CC2=O)cc1 (stereo not given)	1	nt
CC1(C)CC(=O)C(C(=S)Nc2ccccc2)=C(NCCN2CCOCC2)C1	-175	nt
Oc1c(C(c2ccco2)N2CCN(C(c3ccccc3)c3ccccc3)CC2)sc2ncnn12 (stereo not given)	12	13
C#CCOc1c(Br)cc(/C=N\NC(=O)CN2CCOCC2)cc1OCC	1	nt
COc1ccc(OC)c(NC(=S)N2CCN(C/C=C/c3ccccc3)CC2)c1	-10	nt
O=C(CSc1ncnc2c1oc1ccccc12)N1CCCc2ccccc21	5	2
O=C(NCCOc1cccc(Cl)c1Cl)c1cc(-n2cnnc2)ccc1Cl	13	nt
COC(=O)c1[nH]c2c(c1C)C(=O)CC(c1ccccc1)C2 (stereo not given)	-5	-2
Cc1ccccc1OCC(=O)Nc1ccc2c(c1)OCO2	nt	-18
COc1ccc(-c2nn(C)c3sc(C(=O)NCc4ccco4)cc23)cc1OC	-21	34
O=C(NCCN1CCOCC1)c1cc2sccc2n1Cc1ccc(F)cc1	5	-4
COc1ccc(C(c2c(O)ccc3ccccc23)N2CCOCC2)c(OC)c1 (stereo not given)	nt	1
Cc1ccc(-n2nnnc2SC(C)C(=O)Nc2ccc(Cl)cn2)cc1 (stereo not given)	-9	-38

High-throughput results from PubChem.

Only part of the results is shown (hit frequency here may not be typical).
